TCR CD3 inh: human TCR-CD3 binding inhibition | inhibition, % at 9.4 µM | 0.37% of 360,000 active | TAMRA-labeled TCR probe fluorescence, biochemical | AID 651800; in the data active means inhibition above about 19%;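 further: recombinant mutant TCR 2C K166C tagged with TAMRA read by polarization; 0% = receptor in buffer alone and 100% = receptor with positive control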
TDP2 absorb: TDP2 (human) inhibition, absorbance primary screen. O95551. recombinant TDP2, T5PNP hydrolysis, p-nitrophenol absorbance 415 nm. inhibition, % at 12.8 µM. 0.34% of 370,000 active. AID 720702;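 active means inhibition above the mean of all tested compounds plus 3 SD, set per campaign, cut at about 25% in these data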;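 further: 0% = DMSO with enzyme and 100% = buffer with substrate but no TDP2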
Target sequence (O95551 whole entry, looked up): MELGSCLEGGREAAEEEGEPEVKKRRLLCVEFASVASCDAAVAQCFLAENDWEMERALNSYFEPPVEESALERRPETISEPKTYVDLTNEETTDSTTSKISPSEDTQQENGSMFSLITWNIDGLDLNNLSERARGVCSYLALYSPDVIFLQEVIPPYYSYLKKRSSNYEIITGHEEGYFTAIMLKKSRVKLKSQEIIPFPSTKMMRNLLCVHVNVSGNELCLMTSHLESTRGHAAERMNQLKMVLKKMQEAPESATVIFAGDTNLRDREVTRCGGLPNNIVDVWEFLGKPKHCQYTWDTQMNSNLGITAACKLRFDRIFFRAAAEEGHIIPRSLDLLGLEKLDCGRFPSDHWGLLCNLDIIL
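Read-out basis: percent inhibition. System: recombinant human TDP2. Buffer or medium: Mg2+-containing Tris-HCl buffer, pH 7.5. Repeats: single replicate. Timing: reaction 2 h, 37 °C. Benchmarks: high control without enzyme, low control DMSO plus TDP2. Probe or stimulus: 5 mM T5PNP. Doses: 12.8 µM only. Measured by: epi absorbance of p-nitrophenol freed from T5PNP by hydrolysis.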
rCAG RNA binder: r(CAG) repeat RNA binding; inhibition, % at 3 µM; 1.3% of 370,000 active; TO-PRO-1 dye displacement fluorescence;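 active means inhibition above the plate cutoff, the mean of all test compounds on that plate plus 3 SD, cut at about 35% in these data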;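 further: 0% = DMSO alone and 100% = 100 µM mitoxantrone as full dye displacement; higher means more dye released from RNA so lower well fluorescence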
HTRA1 inh: HTRA1 (human) protease inhibition; inhibition, % at 5.96 µM; 0.5% of 340,000 active; Q92743; recombinant HTRA1, FP-rhodamine activity-based probe, fluorescence polarization; in the data active means inhibition above about 36%;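 further: 0% = enzyme with DMSO and 100% = wells lacking enzyme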
SIAE inh: blocks human sialic acid acetylesterase. Q9HAT2. SIAE FP-Rh probe binding, fluorescence polarization. inhibition, % at 9.66 µM. 0.69% of 370,000 active;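 active means inhibition above a cutoff: mean of compounds within the control limits plus 3 SD of those, cut at about 17% in these data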;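 further: 0% = plate median of compound wells and 100% = probe without SIAE protein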
PG9 binder: PG9 antibody binding by small molecule. TR-FRET gp120-PG9 antibody binding. inhibition, % at 6.7 µM. 0.43% of 360,000 active; in the data active means inhibition above about 8.5%
LEDGF integ inh: blocks HIV-1 LEDGF/p75-dependent DNA integration | TR-FRET IN-LEDGF/p75 DNA integration, Eu/Cy5 | inhibition, % at 3.7 µM | 0.64% of 370,000 active | AID 743269;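 active means inhibition above the screen-wide mean plus 3 SD, cut at about 13% in these data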;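 further: signal is the Cy5 over europium emission ratio at 671 and 618 nm; 0% = plate median of compound wells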
ABHD4 inh: ABHD4 (mouse) inhibition, primary FP screen | Q8VD66 | inhibition, % at 8.92 µM | purified mABHD4, FP-Rh probe fluorescence polarization | 0.54% of 370,000 active;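 active means inhibition exceeding the mean over every tested compound plus 3 SD, cut at about 30% in these data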;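 further: 0% = plate median of compound wells and 100% = S159A mutant with DMSO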
Target sequence (Q8VD66 whole entry, looked up): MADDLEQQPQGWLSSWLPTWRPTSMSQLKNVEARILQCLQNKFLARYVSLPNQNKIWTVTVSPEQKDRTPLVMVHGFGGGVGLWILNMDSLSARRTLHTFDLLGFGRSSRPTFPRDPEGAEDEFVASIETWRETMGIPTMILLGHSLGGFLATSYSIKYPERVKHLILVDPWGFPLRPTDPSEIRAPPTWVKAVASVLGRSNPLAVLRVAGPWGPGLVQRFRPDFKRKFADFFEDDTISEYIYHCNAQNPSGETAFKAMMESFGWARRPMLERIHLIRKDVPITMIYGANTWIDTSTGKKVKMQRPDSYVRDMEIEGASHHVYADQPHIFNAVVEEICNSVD
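Assay system: mABHD4 protein; medium: HEPES pH 7.0, NaCl, Pluronic buffer; dosing: 8.92 µM, single dose; schedule: 45 min + 60 min at 25 °C; signal: FP readout, ex 525 nm / em 598 nm; read-out: normalized percent inhibition of probe labeling; repeats: single replicate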
Rev-erbA mod: modulates human Rev-erb alpha binding to DNA. P20393. Rev-erbα–FITC-DNA binding, fluorescence polarization, 90 min. activity, % at 10 µM. 0.79% of 370,000 active. AID 1259318;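 active means activity above about 14%, limit read from the data; passing the limit was not always enough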;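 further: 0% = DMSO wells with 35 nM protein and 100% = DMSO wells with 750 nM protein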
PRMT1 FP inh: inhibitors of human PRMT1 | Q99873 | recombinant PRMT1, activity-based probe fluorescence polarization | inhibition, % at 2.79 µM | 1.3% of 370,000 active | AID 652257;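 active means inhibition above about 21% made by adding two undisclosed values, limit read from the data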
Target sequence (Q99873 whole entry, looked up): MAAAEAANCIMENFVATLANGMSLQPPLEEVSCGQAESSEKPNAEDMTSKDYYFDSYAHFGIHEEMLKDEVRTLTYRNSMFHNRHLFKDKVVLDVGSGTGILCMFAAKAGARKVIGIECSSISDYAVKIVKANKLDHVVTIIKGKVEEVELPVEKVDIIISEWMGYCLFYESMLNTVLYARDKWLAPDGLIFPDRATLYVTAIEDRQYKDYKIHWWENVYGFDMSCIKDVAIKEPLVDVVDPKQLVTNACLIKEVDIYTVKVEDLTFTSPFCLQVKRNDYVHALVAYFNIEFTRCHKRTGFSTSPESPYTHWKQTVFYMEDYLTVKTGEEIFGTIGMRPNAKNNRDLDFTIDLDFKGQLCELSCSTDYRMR
Starred values were filed as active, the others as inactive; nt = not tested or not shown; & = joins results of further samples. A portion of the library, so the mix of outcomes need not match the whole.

SMILES	TCR CD3 inh	TDP2 absorb	rCAG RNA binder	HTRA1 inh	SIAE inh	PG9 binder	LEDGF integ inh	ABHD4 inh	Rev-erbA mod	PRMT1 FP inh
O=C1CC(=O)N(c2cccc(C(F)(F)F)c2)C(=O)N1	1	4	8	-5	3	-0.9	1	-4	0	4
CCCCCC1(C(C)C)C(=O)NC(=S)NC1=O	4	-4	2	6	-2	-0.6	-4	4	-4	-1
Cc1cccc(NC(=O)N2C[C@H]3C[C@@H](C2)c2cccc(=O)n2C3)c1	-16	3	0	0	-5	-1.3	-2	-3	5	2
COC(=O)C1=C(c2ccc(F)cc2OCc2ccccc2)C[C@@H]2CC[C@H]1N2C(=O)NCc1ccccc1OC	-10	-20	6	-52	-6	-0.4	1	-31	-7	-3
COc1ccc(/C=C/C2=CCN(C)CC2)cc1	2	-4	1	6	3	-0.9	0	-2	3	-1
CCOC(=O)C1C(OC(=O)c2ccccc2)CC2CCC1N2C (stereo not given)	-3	1	-2	3	4	-2.4	1	0	0	-3
CC(C)CCC1(CN2CCCC2=O)C(=O)NC(=O)NC1=O	0	11	-1	-3	1	-0.3	4	1	1	0
Cc1cc2oc(=O)cc(-c3cc4ccccc4o3)c2cc1OC(=O)N(C)C	-11	1	3	-5	-4	0.0	-1	-1	-30	3
CC(C)Oc1ccc(CC2(CCc3ccncc3)C(=O)NC(=O)NC2=O)cc1	3	1	-3	0	2	0.8	3	-2	-2	0
CCCCC/C(=N/O)c1c(C)[nH]c2ccccc12	-10	2	10	5	8	-0.7	7	0	9	-2
CN1C(=O)N(C)C(=O)C(CCc2ccccn2)(CCc2ccccn2)C1=O	5	9	-1	-4	4	2.1	-1	5	3	-2
COC(=O)C1=C(c2ccc(S(C)(=O)=O)cc2)C[C@@H]2CC[C@H]1N2C(=O)NC1CCCCC1	-2	-4	-5	-5	4	-2.4	0	-1	-2	0
COC(=O)C1=C(c2ccccc2)C[C@@H]2CC[C@H]1N2C(=O)NCCO	5	10	0	-5	6	-0.8	1	12	-3	2
CCCCn1c(=O)c(C(=O)Nc2ccccc2S(N)(=O)=O)c(O)c2ccccc21	-2	-5	17	-4	-6	-0.2	1	-9	3	2
CCOP(=S)(OCC)Oc1nc(Cl)c(Cl)cc1Cl	9	7	-1	9	10	-1.6	-1	3	-4&10	2
COc1cc(C2(C#N)CCN(C)CC2)cc(OC)c1OC	-3	-6	0	4	6	-0.1	3	0	9	-10
COc1cccc(-n2nc(C(=O)N3CCC4(CC3)OCCO4)c3ccccc3c2=O)c1	4	9	-2	-5	2	-1.7	-1	1	-6	9
O=c1[nH]cc(COCC(F)(F)C(F)(F)C(F)(F)F)c(=O)[nH]1	1	-4	3	9	1	2.5	0	0	8	0
Cc1cc(/C=C2/C(=O)NC(=O)N(C)C2=O)c(C)n1-c1ccccc1	4	5	1	-2	2	0.4	-3	2	-2	2
O=C1C(=O)c2ccccc2-c2ccccc21	2	68*	6	26	2	-2.0	-54	-6	-6	-1
CN(C)C1(CNC(=O)c2ccc(Cl)c(S(=O)(=O)NCc3ccco3)c2)CCCCC1	-4	10	-3	10	11	2.8	2	0	4	-2
CCOC(=O)[C@]12Cc3cc(OC)ccc3[C@H]1N(C(C)C)C(=O)c1ccccc12	-5	-5	0	nt	2	-2.6	4	-4	3	1
CNCC(O)c1ccc(O)cc1 (stereo not given)	5	16	2	nt	-1	-0.4	3	-1	-1&-3	-6
CC(NC(=O)Oc1ccccc1)C(c1cccs1)N1CCOCC1 (stereo not given)	-5	4	-4	0	-1	-1.3	-3	3	1	-1
CSC(=Nc1ccccc1)c1c(O)n(C)c(=O)n(C)c1=O	2	-6	1	0	1	0.5	-6	-5	-3	14
CCCCOc1ccc(CCN)cc1Cl	7	2	12	6	0	-0.7	3	8	1	-1
O=C(c1cccc(N2CCCC2=O)c1)N1CCC2(CC1)OCCO2	0	-5	-2	4	1	0.3	0	4	-4	0
COC(=O)c1ccccc1N=Cc1c(O)[nH]c(=S)[nH]c1=O	-7	3	0	7	-10	-1.5	2	-4	-6	0
O=c1[nH]c(=S)n(C2CC2)c(O)c1/C=N/N1CCOCC1	-3	-14	5	-4	-9	-3.6	4	3	-3	-3
C[C@@H]1C(=O)O[C@H]2[C@H](O)[C@]34[C@@H]5OC(=O)[C@]3(OC3OC(=O)[C@H](O)C34[C@H](C(C)(C)C)[C@@H]5O)[C@@]12O (stereo not given in full)	7	10	2	0	-7	-1.0	0	-3	5	4
CN1CCN(c2ccc(NC(=O)C(C)(C)C)cc2)CC1	-3	-4	-2	4	7	-0.3	-1	4	-1	-4
CN(C)/C=C(\C=[N+](C)C)c1[nH]ncc1[N+](=O)[O-]	5	-3	-1	-1	-2	-2.1	3	4	1	-3
C/C(=N\NC(=O)c1ccccc1)c1c(O)n(C2CCCCC2)c(=O)[nH]c1=O	17	8	17	12	3	-2.2	-2	9	-5	9
CC(C)NC(=O)c1ccc(N2CC3CC(C2)c2cccc(=O)n2C3)c([N+](=O)[O-])c1 (stereo not given)	-2	4	-4	4	-7	-2.2	2	-3	-1	-2
CC(C)NC(C)Cc1ccc(I)cc1 (stereo not given)	6	1	2	0	2	-0.8	0	-1	2	1
COC1/C=C/C=C(\C)Cc2cc(O)c(Cl)c(c2)N(C)C(=O)CC(OC(=O)C(C)C)C2(C)OC2C(C)C2CC1(O)NC(=O)O2 (stereo not given)	0	4	2	2	1	0.4	1	-2	5	-1
CCOC(=O)[C@]12Cc3cc(OC)ccc3[C@H]1N(C)C(=O)c1ccccc12	5	5	-1	nt	0	-0.6	4	-2	5	-5
CCC(CO)NC(=O)C1C=C2c3cccc4[nH]cc(c34)CC2N(C)C1 (stereo not given)	7	11	6	16	7	14*	21*	19	-10	15
O=C(CNC(=O)OCc1ccccc1)NCC(=O)Nc1ccc(Br)cc1C(=O)c1ccccc1	-8	-1	-1	3	1	-0.1	-7	3	-2	0
CNCC(C)c1ccccc1 (stereo not given)	-2	11	0	6	3	-1.4	1	0	-2	-2
Cc1nc2ccccc2c(=O)n1-c1c(Cl)cccc1Cl	2	4	1	-3	3	-1.4	4	-6	-12	-2
CC1(C)CSC(Nc2ccc(F)c(Cl)c2)=N1	-7	6	-3	0	1	0.7	4	-6	1	2
CC/C(=N\NC(N)=O)c1c(O)[nH]c(=O)[nH]c1=O	0	-5	-1	3	3	1.1	-7	3	-2	12
O=C1CN(O)C(c2ccccc2)=c2cc(Br)ccc2=N1	7	8	-1	-1	-1	0.3	0	2	4	-5
O=C1CC(=O)N(Cc2ccccc2)C(=O)N1Cc1ccccc1	-4	-11	46*	-28	-1	-1.4	5	-5	16	-4
CCOc1ccc(NC(=O)CCNC(=O)N2C[C@H]3C[C@@H](C2)c2cccc(=O)n2C3)cc1	5	1	0	3	3	-1.1	5	-1	10	1
COc1ccccc1-n1c(-c2ccoc2)nc2ccccc2c1=O	-10	-14	2	-6	-1	-0.6	0	-6	5	-2
O=C(c1cnn2c(C(F)(F)F)cc(-c3ccccc3)nc12)N1CCC2(CC1)OCCO2	2	4	-9	0	-7	0.8	1	2	-4	-4
Cc1cc(OCc2cc(C(=O)O)oc2C)c2c3c(c(=O)oc2c1)CCCC3	-1	2	29	-11	-6	-2.6	4	26	0	0
CC(C)N=C(NC(C)C)N1CC1	-6	-4	2	3	5	-0.6	4	-1	-8	-3
The listing continues:
SMILES	TCR CD3 inh	TDP2 absorb	rCAG RNA binder	HTRA1 inh	SIAE inh	PG9 binder	LEDGF integ inh	ABHD4 inh	Rev-erbA mod	PRMT1 FP inh
COc1ccc2c(c1OC)C(=O)OC2c1c(O)n(Cc2ccc(F)cc2)c(=O)[nH]c1=O (stereo not given)	-10	8	22	6	-3	-1.4	-2	-3	9	14
O=c1cccc2n1CC1CC2CN(Cc2c(F)cccc2Cl)C1 (stereo not given)	0	9	-7	2	3	-1.8	2	6	-2	-2
CSc1ccc(C(=O)C2CCCN(Cc3cc4ccccc4[nH]3)C2)cc1 (stereo not given)	-7	6	-1	-27	-6	-2.2	-3	5	6	5
Cc1c(N=Cc2c(O)n(Cc3ccccc3)c(=O)[nH]c2=O)c(=O)n(-c2ccccc2)n1C	11	3	-4	-3	2	-1.1	3	2	3	-3
CCN1CCN(c2ncnc3ccc(Br)cc23)CC1	8	2	-7	-4	-1	0.2	0	0	2	-3
Cc1nn(Cc2ccccc2Cl)c(C)c1C(=O)OCC(=O)NC1CCCC(C)C1C (stereo not given)	-3	-9	-2	3	9	-2.1	1	7	-4	-2
COC(=O)CC1(CC(=O)OC)C(=O)N(c2ccccc2)C(=O)N(c2ccccc2)C1=O	-2	11	-5	2	-4	0.2	1	-4	-4	3
COC(=O)C1=C(c2ccc(F)cc2OCc2ccccc2)C[C@@H]2CC[C@H]1N2C(=O)NCCCc1ccccc1	2	-3	6	-46	-6	0.6	6	-19	4	5
CN(C)C(=O)Oc1ccc([N+](=O)[O-])cc1	-2	7	3	-1	-1	-3.6	-4	0	4	-2
COc1ccc2nc3c(C)n(C)ccc-3c2c1	4	3	12	20	9	2.8	-2	17	-5	7
Cc1ccccc1-c1ccc2c(c1)CNCc1cnnn1-2	5	-3	1	nt	-2	-1.1	-2	3	0	-6
COc1cc(C[C@@H](C)N)c(OC)cc1I	-4	4	6	-3	0	-0.1	1	-6	-4	-1
CC(C)n1c(O)c(C=NCc2ccccc2)c(=O)[nH]c1=S	-5	-1	-3	-3	0	-0.5	-3	0	-4	6
COC(=O)C1=C(c2ccccc2OCc2ccccc2)C[C@@H]2CC[C@H]1N2C(=O)NCc1cccc(C(F)(F)F)c1	4	-9	-3	-43	-17	1.5	1	-19	0	-2
CCC(=O)c1cn(Cc2ccccc2C#N)c2ccccc12	0	2	-5	-4	-1	0.0	-3	4	-3	-1
CN=C(SCc1cc2c(cc1Cl)OCO2)c1c(O)n(C)c(=O)n(C)c1=O	-4	-2	5	-5	1	0.0	-2	-14	-2	3
Cc1ccccc1C(=O)N1Cc2cnnn2-c2ccccc2C1C#N (stereo not given)	5	-2	4	4	3	0.6	-4	3	1	-1
NNCc1ccccc1	-4&-2	-1&6	2&3	3	1&7	-0.1&-0.5	-4&-4	4&16	3&-2	5&5
CCN1CCc2ccccc2C1	0	-8	-3	1	-2	0.3	0	-2	10	-1
COC(=O)C1=C(c2cccc(OC)c2OC)C[C@@H]2CC[C@H]1N2C(=O)NCc1ccccc1	-5	6	-5	2	0	0.9	-1	9	-6	-3
Cc1cccc(C)c1OP(N)(=O)Oc1c(C)cccc1C	-3	-12	-7	-2	-4	-0.5	-3	-13	-4	13
OC1(c2ccc(F)cc2)CC2CCC(C1)N2Cc1nnnn1C1CCCCC1 (stereo not given)	1	2	-8	-10	3	-0.4	0	13	-5	1

Limited to HTRA1 inh and LEDGF integ inh, for some of the entries so far:
molecule | HTRA1 inh | LEDGF integ inh
Cc1cccc(C)c1OP(N)(=O)Oc1c(C)cccc1C | -2 | -3
OC1(c2ccc(F)cc2)CC2CCC(C1)N2Cc1nnnn1C1CCCCC1 (stereo not given) | -10 | 0

From PubChem
